LDHA inh: qHTS assay for inhibitors of human lactate dehydrogenase. 0.15% of 480,000 active. purified LDHA, NADH/diaphorase-resazurin fluorescence; active compounds read low. L-lactate dehydrogenase A chain (Homo sapiens), P00338. activity change, % (values are at about 110 or 230 µM); in the data active means activity change below about -30%; inconclusive means mostly about -25% to -30%;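 further: plate controls were DMSO wells for no effect and wells without enzyme for full effect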
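Enzyme activity of human lactate dehydrogenase 5 (2 nM; 0.06 mM NADH, 0.2 mM pyruvate, 5 min, RT) is measured via a resazurin/diaphorase fluorescence readout of residual NADH.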
D1 antagonist: Antagonist of Human D 1 Dopamine Receptor: qHTS; HEK293 TREx D1 cells, calcium flux, dopamine EC80; active compounds read low; 3.2% of 360,000 active; activity change, negative = inhibition, % at 10 µM; D(1A) dopamine receptor (Homo sapiens), P21728; AID 504652, 2011; in the data active means activity change below about -30%; further: on the % scale 0 is the no-effect control and ±100 the full control effect
Target sequence (P21728 whole entry, looked up): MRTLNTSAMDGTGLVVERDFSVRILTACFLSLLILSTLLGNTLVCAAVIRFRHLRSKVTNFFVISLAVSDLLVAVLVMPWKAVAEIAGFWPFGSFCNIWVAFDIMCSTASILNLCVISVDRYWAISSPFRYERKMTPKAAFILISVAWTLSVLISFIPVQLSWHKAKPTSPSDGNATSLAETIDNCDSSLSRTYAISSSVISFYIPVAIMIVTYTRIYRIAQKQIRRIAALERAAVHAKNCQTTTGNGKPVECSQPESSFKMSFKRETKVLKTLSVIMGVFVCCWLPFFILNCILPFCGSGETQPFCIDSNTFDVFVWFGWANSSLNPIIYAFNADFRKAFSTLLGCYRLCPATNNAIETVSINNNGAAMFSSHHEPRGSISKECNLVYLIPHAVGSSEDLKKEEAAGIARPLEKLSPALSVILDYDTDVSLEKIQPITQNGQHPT
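Allosteric or orthosteric antagonism assessed as attenuation of the calcium response to EC80 dopamine, added 180 s after compound, in induced HEK293 Trex D1 cells loaded with no-wash calcium dye.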
D1 PAM: Potentiators of Human D1 Dopamine Receptor: qHTS; AID 504651, 2011; HEK293 TREx D1 cells, calcium flux, dopamine EC20 potentiation; D(1A) dopamine receptor (Homo sapiens), P21728; potentiation, % at 10 µM; 0.036% of 360,000 active; in the data active means potentiation above about 30%; further: 0% is about no effect
RXFP1 ag: qHTS Assay for Agonists of the Relaxin Receptor RXFP1 | Relaxin receptor 1 (Homo sapiens), Q9HBX9 | HEK293T-RXFP1 cAMP TR-FRET, 30 min; response scale: percent of porcine relaxin response, buffer zero | Potency, µM (top dose mostly 57.5 µM), for the others: top-dose activation, actives largely listed as activators | 0.3% of 370,000 active | AID 2676, 2010; further: potency means the concentration at half of the fitted maximal effect; on the % scale 0 is the no-effect control and ±100 the full control effect; nearly all actives have a fitted effect of over 60% in size; many of its hits are not listed in these tables
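HEK293T cells stably expressing RXFP1 were pretreated with the PDE4 inhibitor Ro 20174, exposed to compounds for 30 min at 37C, lysed, and cAMP was read by TR-FRET. Data normalized to buffer (basal) and 29 nM porcine relaxin (100%).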
D1 agonist: Allosteric Agonists of the Human D1 Dopamine Receptor: qHTS. D(1A) dopamine receptor (Homo sapiens), P21728. HEK293 T-REx D1 cells, calcium flux, agonist mode. activation, % at 2 µM. 1% of 360,000 active. AID 504660, 2011; in the data active means activation above about 30%; further: 0% is about no effect
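Agonism was scored from calcium flux recorded over 180 s (1 read/s) after pintool compound addition, following a 10-cycle baseline. Cells were inducible force-coupled HEK293 TREx D1, plated overnight at 30 C and loaded with no-wash calcium dye.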
D2 potentiator: HTS Assay for Positive Allosteric Modulators of the Human D2 Dopamine Receptor: Primary Screen for Potentiators | AID 485347, 2010 | 0.34% of 340,000 active | D(2) dopamine receptor (Homo sapiens), P14416 | HEK293 T-REx D2, calcium flux, EC20 dopamine potentiation | potentiation, % at 10 µM;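 active means potentiation over 3 SD above the plate norm, cut at about 30% in these data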; further: 0% is about no effect
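Primary screen. Calcium kinetics in induced HEK293 T-REx D2 cells: compound pre-addition 180 s, EC20 dopamine, 180 s more.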
Vif-A3F inh: qHTS for Inhibitors of Vif-A3F Interactions: qHTS. HeLa A3F-eYFP + Vif (tagged APOBEC3F with the HIV-1 protein that degrades it), YFP fluorescence increase. 0.2% of 390,000 active. Potency, µM (top dose mostly 46.1 µM), for inactives: at the top dose activity, negative = active; further: potency means the concentration at half of the fitted maximal effect; % of control where 0% means no effect; nearly all actives have a fitted effect of over 65% in size
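Fluorescence increase (Ex 488/Em 500-530) after overnight compound treatment at 37 deg C flags inhibition of Vif-driven A3F-eYFP loss in stable HeLa A3F-eYFP/Vif cells seeded overnight beforehand.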
Vif-APOBEC3G blk: qHTS for Inhibitors of Vif-A3G Interactions: qHTS; DNA dC->dU-editing enzyme APOBEC-3G (Homo sapiens), Q9HC16; HeLa A3G-eYFP + Vif (tagged APOBEC3G with the HIV-1 protein that degrades it), YFP fluorescence, overnight; Potency, µM (top dose mostly 46.1 µM), for inactives: at the top dose activity, negative = active, actives largely listed as inhibitors; 0.076% of 410,000 active; AID 602310, 2012;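 further: potency means the concentration at half of the fitted maximal effect; on the % scale 0 is the no-effect control and ±100 the full control effect; nearly all actives have a fitted effect of over 60% in size; hits raise eYFP signal because A3G escapes Vif-driven loss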
Target sequence (Q9HC16 whole entry, looked up): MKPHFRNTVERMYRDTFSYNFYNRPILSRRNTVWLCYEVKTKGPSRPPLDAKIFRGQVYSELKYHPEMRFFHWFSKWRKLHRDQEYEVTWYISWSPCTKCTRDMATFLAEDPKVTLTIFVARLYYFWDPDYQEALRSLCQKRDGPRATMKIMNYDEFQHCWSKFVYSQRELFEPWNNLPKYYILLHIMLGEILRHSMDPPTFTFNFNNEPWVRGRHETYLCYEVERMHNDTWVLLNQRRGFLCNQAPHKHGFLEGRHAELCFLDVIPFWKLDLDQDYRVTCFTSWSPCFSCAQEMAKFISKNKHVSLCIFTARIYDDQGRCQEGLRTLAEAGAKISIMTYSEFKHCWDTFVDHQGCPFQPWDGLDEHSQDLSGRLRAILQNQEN
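HeLa cells stably expressing Vif and C-terminally eYFP-tagged A3G, seeded overnight at 37 deg C, then exposed to compound by pintool overnight at 37 deg C. Rise in yellow fluorescence (Ex 488/Em 500-530, Acumen) marks blocked Vif-driven A3G degradation.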
Glioma ERSR ind: qHTS for Inducers of the Endoplasmic Reticulum Stress Response (ERSR) in Human Glioma: qHTS | U87-MG GRP78 promoter luciferase reporter, 16 h | Potency, µM, for inactives: at the highest dose activation, usual class: activators | 0.02% of 420,000 active | AID 602332, 2012; further: potency means the concentration at half of the fitted maximal effect; series mostly up to about 76 µM; % of control where 0% means no effect; nearly all actives have a fitted effect of over 35% in size
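Stably transfected U87-MG human glioma cells carrying a GRP78-based luminescent sensor were seeded at 1000 cells/well, pin-dosed with compounds and incubated 16 h. Luciferase reagent was then added, and end-point luminescence was read after 10 min at room temperature.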
* hit, by the source's call; ? = inconclusive; nt = not tested or not shown; & = joins results of further samples. Unless noted, the call rests on the fitted dose curve; in most records, active means well fitted curve in the direction sought with a large enough effect; inconclusive means small, poorly fitted or top-dose-only effect, or another doubt; inactive means no such curve, though single readings can be large; an effect the other way counts as inactive or inconclusive. A portion of the library; count on the stated rates, not on these rows.

Fields – D2 potentiator, LDHA inh, Vif-A3F inh, D1 PAM, D1 antagonist, Glioma ERSR ind, D1 agonist, Vif-APOBEC3G blk, RXFP1 ag
O=S(=O)(NCC1CCCO1)c1ccc(S(=O)(=O)N(Cc2ccc(F)cc2)Cc2ccco2)cc1 (centres undefined)
    -1.7, -0.8, 2.2%, -11.7, -16.3, -7.2%, 8.6, -3.7%, -0.9%
Cc1nn(Cc2c(Cl)cccc2Cl)c(C)c1NC(=O)c1cnn2c(C(F)F)cc(-c3ccccc3)nc12
    0.8, -6.1, -21.8%, 4.6, -0.1, -5.9%, 2.5, 1.7%, -1.9%
CC1=C(C(=O)N2CCCCC2)C2(CCC(C)CC2)OC1=O (centres undefined)
    5.2, -8.4, -1.0%, 1.9, 1.4, 0.1%, 1.8, -1.0%, -0.1%
Cc1nn(-c2ccccc2)c(C)c1NC(=O)COC(=O)c1ccc(S(=O)(=O)C(F)F)cc1
    0.7, -9.0, -19.4%, -5.5, -6.3, -1.5%, 2.7, 0.5%, -2.3%
CCOC(=O)c1cn(C2CC2)c2c(F)c(NCCCN(C)C)c(F)cc2c1=O
    nt, -2.7, 4.8%, nt, nt, -1.1%, nt, -2.2%, nt
O=C(N/N=C/c1cc(Cl)ccc1O)c1ccc(Br)cc1
    -26.2, -12.0, -16.3%, -8.7, 7.0, -2.8%, 4.1, -3.5%, 4.9%
O=P(c1cccs1)(c1cccs1)c1cccs1
    -3.2, -1.6, -0.6%, 0.5, 18.9, -0.6%, 2.5, 6.8%, 1.1%
CC(C)NC(=O)NC(=O)COc1ncnc2sccc12
    5.8, -5.4, -3.8%, 7.5, 1.7, -2.7%, -0.9, -0.7%, -0.7%
O=S(=O)(c1ccc2nc(Nc3cccc(F)c3)ccc2c1)N1CCCC1
    -1.3, -2.0, -7.9%, -0.7, 3.4, -3.4%, 1.3, -5.3%, 6.2%
COc1ccc(C2=NN(C(=O)c3ccccc3)C(c3ccc(OC)c(OC)c3)C2)cc1OC (centres undefined)
    -10.1, -0.5&3.2, 6.5%, -0.8, 2.4, 5.8%, 1.7, -1.4%, 2.2%
COC(=O)CSc1nnc(CNC(=O)c2ccc(OC)cc2OC)n1C
    1.6, 3.4, -10.0%, -0.2, 25.4, -5.6%, 0.5, -3.2%, 0.2%
CCOC(=O)c1c(NC(=O)CN2C(=O)c3ccccc3C2=O)sc(Cc2ccc3c(c2)OCO3)c1C
    -3.0, 2.0, 1.9%, 2.9, -0.4, -2.7%, 1.7, 1.8%, 15.5%
Cc1ccc(C)c(OCC(=O)Nc2cc(C(=O)O)cc(C(=O)O)c2)c1
    -4.8, -3.5, -0.8%, -4.8, -12.1, -4.9%, 2.3, -0.9%, 3.4%
O=C(Nc1ccccc1C(=O)N1CCOCC1)c1ccco1
    3.2, -5.2, 1.6%, -1.4, 17.1, 0.9%, 2.1, 0.5%, 1.4%
Cc1cccc(C)c1N1C(=O)[C@@H]2C(c3ccccc3Cl)=NO[C@@H]2C1=O
    nt, -3.4, 5.4%, -3.9, -10.7, 0.5%, 4.9, 1.6%, -0.2%
Cc1ccc(S(=O)(=O)N2CCC[C@H]2C(=O)OCC(=O)Nc2ccc3c(c2)OCO3)cc1
    nt, 1.7, 3.5%, nt, nt, -5.1%, nt, -5.6%, nt
O=C(NN=Cc1ccc([N+](=O)[O-])cc1)c1ccncc1
    nt, 3.0, 0.1%, nt, nt, 0.7%, nt, 0.3%, nt
O=[N+]([O-])c1cccnc1N1CCOCC1
    16.6, 5.0, 0.2%, 3.5, 0.2, -2.1%, -0.4, 3.9%, -1.0%
Cc1oc(C(=O)O)cc1COc1ccc2c(C)cc(=O)oc2c1
    -2.3, -8.4, -6.5%, -0.1, -8.4, -2.2%, 2.5, 0.8%, 3.1%
CCc1ccc(NC(=O)CSC2=Nc3ccccc3C3=NC(CC(=O)NCc4ccccc4)C(=O)N23)cc1 (centres undefined)
    7.5, -3.3, -0.4%, 3.1, 17.9, -1.6%, 0.6, -0.1%, -3.9%
Cc1ccccc1Oc1ccc2c(c1)[C@@H]1C[C@H](N(C)C(=O)Nc3cc(Cl)cc(Cl)c3)[C@H]([C@H](C)O)C(=O)N1CC2
    nt, -1.4, 12.8%, nt, nt, -1.9%, nt, -3.3%, nt
c1ccc(CSc2ccc(-c3cccnc3)nn2)cc1
    4.8, -2.7, -21.2%, 4.0, -14.0, 2.8%, -1.6, 2.8%, 0.6%
Cc1ccc2cc(COC(=O)c3cccc([N+](=O)[O-])c3)c(=O)[nH]c2c1
    1.2, -6.3, 1.2%, -7.2, -33.7*, -0.9%, 1.3, -9.7%, 1.2%
COc1ccc(C2CC(c3ccccc3)=NN2C(=O)CN2CCN(Cc3ccccc3)CC2)cc1 (centres undefined)
    -8.8, -6.6, 13.0%, -1.6, 6.8, 1.1%, 0.3, -1.9%, 1.8%
COC(=O)Cn1c(CN2CCC(Cc3ccccc3)CC2)nc2c1c(=O)n(C)c(=O)n2C
    -2.0, -2.7, -1.6%, -6.8, -36.2*, -2.6%, 16.7, 0.0%, 1.9%
COC(=O)c1ccc(CSCc2ccc(C(=O)OC)o2)o1
    -10.5, -1.3, -2.3%, -4.2, 5.3, -2.2%, 3.1, -3.5%, -2.4%
CCCCCCCCCCCC(=O)NC(C(=O)O)C(O)c1ccccc1 (centres undefined)
    7.0, -9.5, -5.5%, 17.1, -2.8, -0.3%, 374.3*, 0.7%, 0.1%
Cc1c(-c2ccn[nH]2)cc(NC(=O)c2ccc(Cl)cc2)c(=O)n1N
    8.3, 0.3, 6.6%, -2.0, 2.4, -3.6%, 0.3, -1.5%, 5.0%
CCc1ccc(NC(=O)CS(=O)CC(=O)NCCCc2ccccc2)cc1 (centres undefined)
    -1.3, -8.3, -7.6%, -5.9, 25.7, -2.1%, 1.5, -0.1%, 3.1%
O=C(c1cc(C2CC2)nn1-c1ccccc1)N1CCN(c2ccccn2)CC1
    3.4, -1.4, 1.9%, -4.2, -13.4, -2.9%, 10.3, -4.7%, -0.4%
CSc1ccccc1OCc1cc(C(=O)N2C[C@H]3CC[C@H]2C3)no1
    5.9, 0.0, 4.0%, -2.0, -27.1, 2.3%, 6.2, -8.4%, 2.5%
O=S(=O)(NCCc1csc(-c2ccc(C(F)(F)F)cc2)n1)c1ccc2c(c1)OCCO2
    -8.4, 2.2, 5.1%, 2.2, 4.6, -4.6%, 1.0, 3.6%, -0.2%
COc1cccc(-c2csc(N3CCN(C(=O)Nc4ccc(Cl)cc4)CC3)n2)c1
    -0.3, -0.7, -5.8%, -2.8, -26.8, -5.1%, 6.6, -4.8%, 0.3%
O=C(Nc1ccnn1C1CCN(C(=O)c2c(F)cccc2F)CC1)C1CC1
    6.7, -5.4, 5.6%, 0.2, -9.9, -3.8%, 0.5, 1.8%, -0.6%
Cc1cccc(NS(=O)(=O)c2ccc(C(=O)NCC3(N4CCCCC4)CCCCC3)cc2)c1C
    10.3, 1.5, 2.5%, -3.2, -24.3, -4.5%, 22.7, 0.3%, -0.1%
O=[N+]([O-])c1ccc(C2CC(c3ccccc3)=Nc3ccccc3S2)cc1 (centres undefined)
    5.5, -14.5, -0.1%, -0.7, -20.7, 9.4%, 4.5, -9.2%, 2.3%
CCOc1ccccc1CNC(=O)C1CCN(S(=O)(=O)c2ccc3[nH]c(=O)ccc3c2)CC1
    -3.0, -4.3, 0.0%, -0.2, 15.6, -2.5%, 0.8, -3.6%, 7.5%
O=C(OCC(=O)N1CCN(C(=O)COC(=O)c2ccccc2NCCO)CC1)c1ccccc1NCCO
    nt, -1.0, 1.4%, nt, nt, 1.9%, nt, -6.2%, nt
CCc1ccc(O)c(N=Cc2ccccc2O)c1
    -10.8, 14.7, ?, -2.6, -2.7, -1.5%, -0.8, -25.4%, 0.0%
COC(=O)c1cc2oc3ccccc3c2n1Cc1c(C)cc(C)cc1C
    -23.0, 0.9, nt, -8.2, 14.2, nt, 0.8, nt, 0.0%
Cc1cc(N2Cc3ccccc3C2)ccc1C=O
    -8.0, 2.7, 2.4%, -2.5, -6.5, 6.9%, 5.1, -3.8%, 2.5%
Cc1cccc(NC(=O)C23CCC(C)(C(=O)O2)C3(C)C)c1 (centres undefined)
    0.5, -15.6, 1.0%, -4.0, -1.0, 1.4%, 2.1, -0.7%, 0.0%
CC(O)CN(CCC(N)=O)CCC(N)=O (centres undefined)
    nt, -10.1, 0.1%, nt, nt, -6.0%, nt, -1.2%, 1.6%
O=C(CSc1ccc2nnc(-c3ccccc3)n2n1)NCc1ccc2c(c1)OCO2
    -11.2, 1.5, 0.4%, -5.7, -1.8, -4.3%, -0.9, 0.5%, 4.3%
CC(=O)O[C@H]1[C@@H](O)[C@H](O)[C@H](Oc2c(O)c(C)c3c4c2[C@@H](C)CC[C@@H]4[C@@H](C)C[C@H]3C=C(C)C)O[C@H]1C
    nt, 1.2, -0.4%, nt, nt, -8.8%, nt, -10.7%, nt
Cc1ccc(NC(=O)C2CCCN(c3ncnc4c3nc3n4CCCCC3)C2)nc1 (centres undefined)
    -2.7, 0.8, 1.0%, 0.8, 1.0, -4.8%, 1.5, -2.3%, -1.2%
CC(C)COP(=O)(OCC(C)C)C(Nc1ccccc1)c1ccccc1 (centres undefined)
    -1.7, 1.7, 18.3%, -1.6, 3.6, -7.0%, 3.5, -3.9%, 1.8%
Cc1ccc(C)c(S(=O)(=O)N2CCCCC2CCNC(=O)C(=O)NCc2ccccc2)c1 (centres undefined)
    -20.6, -6.2, -4.4%, -2.8, -1.4, -4.5%, 2.2, -24.9%, -0.9%
